GAA glycogen: qHTS Assay for Inhibitors and Activators of Human alpha-Glucosidase Cleavage of Glycogen; Lysosomal alpha-glucosidase (Homo sapiens), P10253; recombinant GAA, glycogen substrate, Amplex Red glucose oxidase fluorescence; Potency, µM (highest dose often 76.4 µM), without a hit: top-dose activity change, negative = inhibition, hits mostly inhibitors; 0.38% of 300,000 active; active means well fitted inhibition curve with a large enough effect;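 further: 0% = full enzyme reaction and -100% = no-enzyme basal signal; the screen sought inhibitors and activators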
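Natural-substrate format: glycogen cleavage by 4 nM human enzyme, glucose read by Amplex Red coupling (Ex 573, Em 610 nm). Normalized to enzyme and no-enzyme controls.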
* hit, by the source's call; & = joins results of further samples; [ ] = remark or other dose. Potency means the concentration at half of the fitted maximal effect.

Compound,GAA glycogen
CCCCN(CC)CCCn1cnc2c([nH]c3ccc(Cl)cc32)c1=O,15%[76.3 µM]
O=c1c2c3c(sc2n(Cc2cc(=O)n4ccccc4n2)c(=O)n1-c1ccc(Cl)cc1)CCC3,1%[76.3 µM]
COc1cc2[nH]c(C(=O)N3CCN(C)CC3)cc2c(OC)c1OC,0%
CC(=O)c1cccc(NC(=O)c2cc3c(s2)-c2c(C)cccc2OC3)c1,3%[76.3 µM]
CC1CCCCN1S(=O)(=O)c1ccc(C(=O)Nc2nnc(C3=COCCO3)o2)cc1 (stereo not drawn),-2%[76.3 µM]
C=CCNC(=O)C1CCC(CNc2nc(=S)[nH]c3ccccc23)CC1 (stereo not drawn),-5%
S=c1[nH]nc(-c2ccccc2)n1/N=C/c1cccc(Br)c1,-12%[76.3 µM]
O=C1CCN(CCc2ccccc2)CCN1[C@H](COc1ccccc1)c1ccccc1,9%[76.3 µM]
CC(=O)Nc1ccc(NC(=O)CCCNC(=O)c2ccc(Cl)cc2)cc1,6%
O=C(Nc1ccc(NC(=O)c2ccccc2F)cn1)c1ccco1,2%
O=C(COC(=O)c1ccc(N2CCCC2=O)cc1)c1ccc(OC(F)F)cc1,0%
CCN(CC)C(=O)Cn1c(=O)n(-c2ccc(Cl)cc2)c(=O)c2c3c(sc21)CCCCC3,-1%[76.3 µM]
C/C(=C\c1ccccc1)C(=O)Nc1ccc(Cl)cn1,-7%[76.3 µM]
Cc1ccc(NC(=O)C(Cc2ccccc2)n2cccc2)c(C)c1 (stereo not drawn),-12%[76.3 µM]
C=CCOn1c(=O)c(-c2ccc(F)cc2)[n+]([O-])c2ccccc21,2%
COc1cccc(/C=C2/Sc3ccc(C(=O)NCCCN4CCCC4)cc3NC2=O)c1,-4%[76.3 µM]
COc1ccc(/C=C2\SC(=O)N(CCC(=O)N3CCN(C)CC3)C2=O)cc1,13%[76.3 µM]
O=C(CN1CCCN(S(=O)(=O)c2ccc(Br)cc2)CC1)Nc1cccc(C(F)(F)F)c1,-10%[76.3 µM]
CCCN(CCC)CCNC(=O)c1sc2nc3n(c(=O)c2c1C)CCCCC3,-11%[76.3 µM]
CCN(CC)C1CC(=O)N(c2ccc(Br)cc2)C1=O (stereo not drawn),2%[76.3 µM]

Next entries follow.
Compound,GAA glycogen
CCc1cccc2sc(NC(=O)C3CC3)nc12,23%[76.3 µM]
Cc1c(C(C)NC(=O)c2cc(COc3cccc4cnccc34)on2)cnn1C (stereo not drawn),0%[76.3 µM]
CN1C(=O)C(=O)/C(=C(/O)c2ccc(Br)cc2)C1c1cccc([N+](=O)[O-])c1 (stereo not drawn),1%[76.3 µM]
CC1Sc2ccc(S(=O)(=O)N3CCC(C(=O)NCc4ccccc4)CC3)cc2NC1=O (stereo not drawn),-4%[76.3 µM]
CCC(C)NC(=O)c1[nH]c2cc(C)ccc2c1Sc1ccc(Cl)cc1 (stereo not drawn),-5%[76.3 µM]
O=C(NCC(=O)N1CCOCC1)c1ccc(Br)cc1,-4%[76.3 µM]
Cc1ccc(CNC(=O)C2(S(=O)(=O)c3ccc(C)cc3)CC2)cc1,3%
Nc1ccc(-c2nc3ncccc3o2)c(O)c1,6%
CCN1CCN(CCCNC(=O)CCC(=O)N2CC(C)Oc3ccc(C)cc32)CC1 (stereo not drawn),9%[76.3 µM]
O=C(CSc1ncnc2c1cnn2-c1cccc(Cl)c1)NCC1CCCO1 (stereo not drawn),4%[76.3 µM]
CCc1ccc(OC(C)C(=O)N2CCC(c3nc4ccccc4o3)CC2)cc1 (stereo not drawn),-1%[76.3 µM]
COc1cccc(NC(=O)Cn2cc(C(=O)c3ccc(F)cc3)c(=O)c3cc(OC)ccc32)c1,12%[76.3 µM]
CCOC(=O)c1cnc2c(C(F)(F)F)cccc2c1N1CCN(C)CC1,5%
CC(C)C[C@H](NC(=O)N1CCn2c1nc1ccccc12)C(=O)NC1CC1,8%[76.3 µM]
COc1ccc(C)cc1N(CC(=O)Nc1ccc(S(=O)(=O)N2CCOCC2)cc1)S(C)(=O)=O,-22%
Cc1ccc(C)c(N2CCN(S(=O)(=O)c3ccc4c(c3)CC(=O)N4C)CC2)c1,1%&8%[76.3 µM]
Cc1ccc2nc(-c3ccc(F)cc3)c(NC(C)(C)CC(C)(C)C)n2c1,-21%[76.3 µM]
COc1ccc(OC)c2nc3c(cc12)CCC3,-3%
CCn1c(=O)n(-c2ccc(F)c(Cl)c2)c(=O)c2sc3ccccc3c21,5%[76.3 µM]
Cc1cc2[nH]c(=O)c(=O)[nH]c2cc1S(=O)(=O)NCc1ccc(F)cc1,-4%[76.3 µM]

Other structures follow.
Compound,GAA glycogen
Cc1cc(Cl)ccc1NC(=S)NC1CCCC1,3%[76.3 µM]
Cn1c(=O)c2c(SCC(=O)Nc3ccccc3F)nc(C3CC3)nc2n(C)c1=O,-7%[76.3 µM]
COc1cccc2c1cc1c(=O)n(CC(=O)NC3CCCCC3)nc(C)n12,6%[76.3 µM]
COc1cccc(CNC(=O)COc2ccc(C(=O)c3ccccc3)cc2)c1,-4%
CCn1c(SCC(=O)Nc2nccs2)nnc1C1CC1,0%[76.3 µM]
NS(=O)(=O)c1ccc(Nc2c([N+](=O)[O-])cncc2[N+](=O)[O-])cc1,13%[76.3 µM]
O=C(NC1CCCN(Cc2ccc(Cl)cc2)C1)c1c(F)cccc1F (stereo not drawn),13%[76.3 µM]
O=C(COc1ccc2ccc(=O)oc2c1)NC(Cc1ccc(Cl)cc1)C(=O)O (stereo not drawn),-13%[76.3 µM]
CCN(CC)CCNC(=O)C(=O)NCC(c1cccnc1)N1CCN(c2ccc(F)cc2)CC1 (stereo not drawn),-17%[76.3 µM]
CC(C)(C)c1ccc(S(=O)(=O)Nc2ccc(O)c(Sc3nc4ccccc4s3)c2)cc1,-29%[76.3 µM]
Cc1ccc(NC(=O)CN2C(=O)NC(C)(c3ccccc3)C2=O)c(C)c1 (stereo not drawn),2%
CC(=O)N1c2c(cc(Br)cc2S(=O)(=O)NCc2ccc(C)cc2)CC1C (stereo not drawn),2%
O=C(O)CC(c1ccccc1)N1C(=O)c2cccc([N+](=O)[O-])c2C1=O (stereo not drawn),2%[76.3 µM]
Cc1ccsc1CN(C(=O)COc1ccc(Cl)cc1)C1CCS(=O)(=O)C1 (stereo not drawn),12%[76.3 µM]
COc1ccccc1CCC(=O)N1CCN(C(=O)c2ccccc2)CC1,0%
CCOc1ccccc1NC(=O)C(=O)NCC(c1cccnc1)N1CCN(c2ccccc2)CC1 (stereo not drawn),1%[76.3 µM]
COc1cc(SC)ccc1C(=O)OCC(=O)N1CCCC1,-3%
COc1cc2c(cc1OC)C(c1ccc(F)cc1)N(c1ccc(F)cc1)C(=O)C2 (stereo not drawn),-3%[76.3 µM]
Cn1c(=O)n(CC(=O)O)c(=O)c2c1nc1n2CCCN1Cc1ccccc1,-2%[76.3 µM]
CCN1CCN(C(CNS(=O)(=O)c2ccc(C)cc2)c2ccccc2)CC1 (stereo not drawn),7%[76.3 µM]

Following part.
Compound,GAA glycogen
FC(F)(F)c1nnc2c3ccccc3c(Cl)nn12,1%[76.3 µM]
O=C(COc1cc2oc(=O)cc(-c3ccccc3)c2cc1Cl)NCc1ccccn1,-6%[76.3 µM]
COc1ccccc1OCCn1nnc2ccccc21,-2%[76.3 µM]
CC(=O)N/N=C(/c1ccccc1)C(O)c1ccccc1 (stereo not drawn),8%[76.3 µM]
Cc1ccccc1OCC(=O)NC(=S)Nc1cccc2cc(O)ccc12,-6%[76.3 µM]
O=C(CSc1nc(-c2ccccc2)c2ccccc2n1)Nc1ccc(F)cc1,13%[76.3 µM]
Cc1nn(C)cc1CN(C)C(=O)c1ccc(OC2CCN(Cc3ccccn3)CC2)cc1,1%[76.3 µM]
COc1ccccc1CC(=O)Nc1ccc(S(=O)(=O)N2CCCC2)cc1,-15%[76.3 µM]
O=C1c2cccc3cccc(c23)C(=O)N1c1cccc(O)c1,3%
Cc1cn2c(=O)c(S(=O)(=O)NCc3ccccc3Cl)c(C)nc2s1,12%[76.3 µM]
Cc1cccc(N2CCN(S(=O)(=O)c3ccc4c(c3)CCCN4C(=O)C3CCC3)CC2)c1C,-3%[76.3 µM]
O=C(Nc1cc([N+](=O)[O-])ccc1O)c1cccc(C(=O)Nc2cc([N+](=O)[O-])ccc2O)c1,-13%[76.3 µM]
O=C(CCCCCn1c(=O)c2sccc2n(Cc2ccc(Cl)cc2)c1=O)NCc1ccc2c(c1)OCO2,0%[76.3 µM]
CC(=O)Nc1ccc(NC(=O)C2CCCN2C(=O)NC2CCCCC2)cc1 (stereo not drawn),1%[76.3 µM]
CC(=O)N1CCc2c(sc3c2c(=O)n(Cc2ccccc2)c(=O)n3Cc2cccc(Cl)c2)C1,-4%[76.3 µM]
CCOc1cccc(NC(=O)c2sc3nc(-c4ccc(F)cc4)ccc3c2N)c1,15%[76.3 µM]
CC(C(=O)NCc1ccco1)n1ccc2cc(S(=O)(=O)N3CCCC3)ccc21 (stereo not drawn),-2%[76.3 µM]
COc1ccc(N(C)C(=O)c2cc3c(s2)-c2ccc(Cl)cc2S(=O)(=O)C3)c(OC)c1,-4%[76.3 µM]
COc1cc2nc(Nc3ccc(F)cc3)nc(N)c2cc1OC,-3%
CN1C(=O)C2(OCC(C)([N+](=O)[O-])CO2)c2ccccc21 (stereo not drawn),-1%

(next part)
Compound,GAA glycogen
Fc1ccc(CSc2nncn3c2cc2occc23)c(Cl)c1,-5%[76.3 µM]
COc1cc(NC(=S)N2CCN(C)CC2)cc(OC)c1,-18%[76.3 µM]
CCOc1ccc(S(=O)(=O)N(CC(=O)Nc2ccc(OC)c(Cl)c2)c2ccccc2)cc1,12%[76.3 µM]
CCC(=O)c1ccc(OCC(=O)Nc2cc(S(=O)(=O)N3CCCCC3)ccc2OC)cc1,-4%[76.3 µM]
Cc1ccc(NS(=O)(=O)c2ccc3c(c2)oc(=O)n3C)cc1C,1%
COc1cccc(CNCc2c(C(=O)O)c(C)n(Cc3ccc(F)cc3Cl)c2C)c1OC,-2%[76.3 µM]
CCc1ccc(NC(=O)Cn2c(C(=O)OC)cc3oc(C)cc32)cc1,-7%[76.3 µM]
O=C1CCN(CCCc2ccccc2)CCN1CCO,-6%[76.3 µM]
COC(=O)Cn1c(=O)c2cccn2c2ccc(F)cc21,11%[76.3 µM]
CC(C(=O)N(C)C)N1c2cccc3cccc(c23)S1(=O)=O (stereo not drawn),11%[76.3 µM]
Cc1cc[n+](C(C)C(=O)c2ccc(Cl)cc2)cc1 (stereo not drawn),-4%[76.3 µM]
CCOc1ccc(N(CC(=O)N/N=C/c2ccccn2)S(=O)(=O)c2ccc(Cl)cc2)cc1,0%[76.3 µM]
COc1ccc(N(CC(=O)N2CCN(c3ccccc3F)CC2)S(=O)(=O)c2ccc(C)cc2)cc1,-2%[76.3 µM]
CC(C(=O)c1ccccc1)[n+]1cccc(Br)c1 (stereo not drawn),-1%
CN(C)S(=O)(=O)c1ccc(Cl)c(C(=O)NCC2CCCCC2)c1,4%
CC(=O)c1cnc2c(-c3ccccc3)c(-c3ccccc3)nn2c1C,1%[76.3 µM]
COc1cc(CN2CCNC(=O)C2CC(=O)N(C)CCN2CCOCC2)cc(OC)c1 (stereo not drawn),-17%[76.3 µM]
COCCNc1nc2c(-c3cccc(C(F)(F)F)c3)nnn2c2ccccc12,2%
COc1c(Cl)cc(Cl)cc1/C=N/NC(=O)c1nnn(-c2nonc2N)c1CN1CCC(C)CC1,-1%[76.3 µM]
COc1ccc(S(=O)(=O)c2cc3cc(OC)ccc3oc2=O)cc1,16%[76.3 µM]
OCCC1CN(C2CCC2)CCN1Cc1ccc(F)c(F)c1 (stereo not drawn),-4%[76.3 µM]
COc1ccc(/C=C(\NC(=O)c2ccccc2)C(=O)NCc2ccco2)cc1,4%

This is a subset; count on the stated rates, not on these rows.
